yeast mlh1 rad18: NCI yeast anticancer drug screen, S. cerevisiae mlh1 rad18 strain; % growth inhibition at 50 µM; hit rate 11% among 79,000; AID 175, 2004;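 further: 0% = growth of vehicle-only cultures of the same strain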
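Growth inhibition of the yeast strain was measured after compound exposure and expressed relative to vehicle-treated controls. The strain carries defined defects in DNA damage repair.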
yeast cln2 rad14: NCI yeast anticancer drug screen, S. cerevisiae cln2 rad14 strain; % growth inhibition at 50 µM; AID 165, 2004; hit rate 8.3% among 78,000;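 further: 0% = growth of vehicle-only cultures of the same strain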
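cln2 rad14 yeast strain; compound exposure; growth inhibition read vs vehicle controls.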
yeast sgs1 mgt1: NCI yeast anticancer drug screen, S. cerevisiae sgs1 mgt1 strain. growth inhibition, % at 50 µM. hit rate 10% among 78,000. AID 161, 2004;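 further: 0% = growth of vehicle-only cultures of the same strain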
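Inhibition of yeast growth, normalised to vehicle-treated controls, is reported for a strain bearing genetic alterations in DNA damage repair.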
yeast mec2-1: NCI yeast anticancer drug screen, S. cerevisiae mec2-1 strain; AID 157, 2004; % growth inhibition at 50 µM; hit rate 9% among 79,000;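 further: 0% = growth of vehicle-only cultures of the same strain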
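Using mec2-1 yeast: add compound, measure growth, express inhibition versus vehicle-treated cultures.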
rad50: NCI yeast anticancer drug screen, S. cerevisiae rad50 strain. growth inhibition, % at 50 µM. hit rate 10% among 79,000. AID 155, 2004;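 further: 0% = growth of vehicle-only cultures of the same strain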
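Genetically altered yeast (DNA repair pathway); compound treatment; growth inhibition vs vehicle ctrl.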
yeast bub3: NCI yeast anticancer drug screen, S. cerevisiae bub3 mutant strain; growth inhibition, % at 50 µM; hit rate 9.9% among 78,000;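 further: 0% = growth of vehicle-only cultures of the same strain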
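Compounds were applied to a genetically altered yeast strain carrying a cell-cycle control defect. Growth inhibition was scored against vehicle-treated controls.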
Active calls of the source: *. No stated cut-off is given here; in the data, active means growth inhibition above about 70%; inactive means the rest.

SMILES	yeast mlh1 rad18	yeast cln2 rad14	yeast sgs1 mgt1	yeast mec2-1	rad50	yeast bub3
Cc1ccc(S(=O)(=O)OC2C3OC(C)(C)OC3OC2C2CSC(=S=O)S2)cc1 (stereo not drawn)	13	22	22	-1	32	-3
O=S(=O)(Nc1ccccc1Cl)c1ccc(F)cc1	21	5	-7	-16	-6	-24
O=C(NC1CCC(CC2CCCCC2)CC1)c1ccccc1 (stereo not drawn)	19	21	-8	1	-15	11
Cc1ccc(NC(=O)ON(C)C)cc1	-24	-82	8	12	-2	-19
CC(=O)NC(CCCCNC(=O)OCc1ccccc1)C(=O)O (stereo not drawn)	-33	12	-23	-13	-23	-13
COc1ccc(Cc2ccc3c(c2)OCO3)cc1C	-4	-10	10	-14	-12	6
C#CCOC(=O)c1ccc(OC(C)=O)cc1	-2	3	10	1	-3	14
[N-]=[N+]=Nc1cc(=O)[nH]nc1-c1ccccc1	-21	-1	-22	-9	-5	-18
O=S(=O)(NC1CCCCC1)c1ccc2c(c1)OCCOCCOCCOCCO2	66	36	71*	24	40	73*
Cc1ccc(S(=O)(=O)N/N=C2\CCC3(C)C(=CCC4C3CCC3(C)C(C(C)CCCC(C)C)CCC43)C2(C)C)cc1 (stereo not drawn)	0	3	-11	-1	0	-8
O=C1/C(=C\c2ccccc2)C2/C(=C\c3ccccc3)C(=O)/C(=C\c3ccccc3)C2/C1=C\c1ccccc1 (stereo not drawn)	-5	-21	3	-1	-12	-4
CCCCCC#CC[C@@H](O)[C@@H](O)COCc1ccccc1	10	29	32	9	17	-21
Cc1ccc(C2=C/C(=C/c3ccc(N(CCC#N)CCC#N)cc3)C(=O)O2)cc1	20	28	-9	5	25	-6
O=C(NC1CCCCC1)Oc1cccc(NC(=S)Nc2ccccc2)c1	11	-10	24	10	3	24
CC(C)CC1N=C(OCc2ccccc2)OC1=O (stereo not drawn)	-14	-16	-20	-79	-17	5
O=C1C(=Cc2ccc(F)cc2)C(=O)c2ccccc21	4	22	33	-2	-1	0
CN(/N=C/c1ccc([N+](=O)[O-])o1)C(N)=O	89*	49	87*	49	80*	46
C=CC(/C=C\c1ccc(OC2OC(CO)C(O)C(O)C2O)cc1)c1ccc(OC2OC(CO)C(O)C(O)C2O)cc1 (stereo not drawn)	5	1	-13	3	12	-8
CCOC(=O)/C(=N/NS(=O)(=O)c1c(C)cc(C)cc1C)c1ccco1	81*	38	50	46	65	80*
Cc1cc(S(=O)(=O)Nc2nc(N)n(-c3ccccc3)n2)c(S)cc1Cl	-11	7	-20	-10	11	15
Cc1c(-c2ccccc2)c(=O)oc2cc(O)ccc12	11	-49	9	13	-12	18
CC1CCC(O)CC1C (stereo not drawn)	-10	27	-57	-25	-18	-34
Cc1nn(-c2ccccn2)c2ncnc(N)c12	6	-11	5	23	9	5
CCN(CC)c1ccc2nc3ccc(=[N+](CC)CC)cc-3oc2c1	-258	-165	-187	-192	-213	-246
C/C(=N\N=P(c1ccccc1)(c1ccccc1)c1ccccc1)c1ccccc1	-14	-1	9	-6	5	3

3 of these compounds in another layout:
| SMILES | yeast mlh1 rad18 | yeast cln2 rad14 | yeast sgs1 mgt1 | yeast mec2-1 | rad50 | yeast bub3 |
| --- | --- | --- | --- | --- | --- | --- |
| C#CCOC(=O)c1ccc(OC(C)=O)cc1 | -2 | 3 | 10 | 1 | -3 | 14 |
| [N-]=[N+]=Nc1cc(=O)[nH]nc1-c1ccccc1 | -21 | -1 | -22 | -9 | -5 | -18 |
| O=S(=O)(NC1CCCCC1)c1ccc2c(c1)OCCOCCOCCOCCO2 | 66 | 36 | 71* | 24 | 40 | 73* |

(listing goes on)
SMILES	yeast mlh1 rad18	yeast cln2 rad14	yeast sgs1 mgt1	yeast mec2-1	rad50	yeast bub3
CCc1ccc(O[Si](C)(C)C)cc1	-4	-25	-16	3	5	-22
O=C(O)CSC(SCC(=O)O)c1ccc(F)cc1	36	15	2	-5	15	-5
S=C1NCc2cncnc2N1	19	-9	-7	-2	-14	4
O=C1/C(=C/c2cccc(F)c2)CCCc2ccccc21	73*	12	83*	37	70*	76*
OC(CN(C1CCCCC1)C1CCCCC1)c1ccnc2c(Cl)cc(Cl)cc12 (stereo not drawn)	18	1	7	-1	-22	-6
CCn1c2ccccc2c2cc(NCCCN(C)C)ccc21	36	-16	49	31	45	15
COC(=O)C[C@@H]1C(C)(C)[C@@H]2O[C@@]34C[C@@H]2C(=O)[C@]1(C)[C@H]3CC[C@@]1(C)[C@H](c2ccoc2)OC(=O)C[C@]14O	5	6	14	21	25	11
CCOC1OC(C(COC(C)=O)OC(C)=O)C(OC(C)=O)C(OC(C)=O)C1OC(C)=O (stereo not drawn)	-26	9	-21	-4	-31	-6
CN1C2Cc3cc4c(cc3[C@@]23Cc2ccc5c(c2[C@@H]1O3)OCO5)OCO4 (stereo partly drawn)	26	26	27	7	17	27
O=C(O)CCCSc1nc2ccccc2s1	-7	-39	-12	-21	-4	-31
CCC1(C)CCC2C(CCC3C(C)(C(=O)OC)CCCC23C)C12SCCS2 (stereo not drawn)	-35	-41	10	-15	9	-3
CC(C)C1=CCC2C(=C1)CCC1C(C)(N=C=O)CCCC21C (stereo not drawn)	-4	-52	-8	-10	-29	39
O=C1/C(=C\c2ccc(Cl)cc2Cl)Sc2scc(-c3ccc(O)c(O)c3)[n+]21	92*	46	98*	77*	86*	86*
O=C1C2(CCCC13N=NCC3c1ccccc1)N=NCC2c1ccccc1 (stereo not drawn)	38	-5	-1	-19	29	1
Cc1onc(-c2c(Cl)cccc2Cl)c1C(=O)OCCOc1ccc(C(F)(F)F)cc1[N+](=O)[O-]	-20	4	-19	-29	-5	-12
C1CSCCCSCCCSCCCSCCCSC1	-11	47	28	21	31	25
NC(CCSc1ccccc1)C(=O)O (stereo not drawn)	-5	-34	-10	8	-1	-29
O=C1c2ccccc2C(=O)N1/N=C/c1ccc([N+](=O)[O-])cc1	-22	-12	-16	-17	-4	-14
N#CCCN(CCC#N)c1ccc(/C=C2\N=C(c3cc([N+](=O)[O-])ccc3Cl)N(S(=O)(=O)c3ccccc3)C2=O)cc1	28	-47	4	16	23	-1
O=C1c2ccccc2C(=O)N1CC(O)COc1cccc2ccccc12 (stereo not drawn)	-15	-14	-24	-80	-23	8
O=C(CCl)N1CCN(c2ccccn2)CC1	4	16	15	11	-22	-7
CCCCCCCCCCCCCCCCS(=O)(=O)N/N=C(/c1cccc(N)c1)N1CCOCC1	-21	4	-13	-41	-30	-8
CC1(C)CCc2cc3c(cc2O1)OC(C)(C)CC3=O	-17	22	-16	9	9	-1
CCCCCCCCCC/C=C\CCCCCCCCCCC	1	-5	-5	-30	-2	-15
COC(=O)/C(=C\c1ccc(N)cc1)NC(=O)c1ccccc1	-7	-24	10	-3	0	6

The final 2 compounds of the section before open the next one.
SMILES	yeast mlh1 rad18	yeast cln2 rad14	yeast sgs1 mgt1	yeast mec2-1	rad50	yeast bub3
CCCCCCCCCC/C=C\CCCCCCCCCCC	1	-5	-5	-30	-2	-15
COC(=O)/C(=C\c1ccc(N)cc1)NC(=O)c1ccccc1	-7	-24	10	-3	0	6
O=C(NC12OC3CC(CC(C3)O1)O2)NC12OC3CC(CC(C3)O1)O2	2	-4	14	0	4	-30
Cc1ccc(/C=N/NS(=O)(=O)c2ccccc2)cc1C	1	-60	-2	-5	-28	5
CC(C)(C)N1C(=O)[N+](C)(CCCCCC[N+]2(C)N=C([O-])N(C(C)(C)C)C2=O)N=C1[O-] (stereo not drawn)	2	11	4	-2	39	0
CN1C(C)(C)NC(=S)C1(C)C	-10	12	-6	-18	27	2
Cc1cc([N+](=O)[O-])ccc1N=Nc1ccc([N+](=O)[O-])cc1C	-9	-49	1	-2	-1	5
Nc1c(F)c(F)c(N=Nc2ccccc2)c(F)c1F	-17	7	4	7	5	24
CSc1[nH]c2ncnc(Cl)c2c1C#N	22	-22	16	10	24	-27
CC(=O)OCC1O[C@@]12CC[C@H]1[C@@H]3CCC4=CC(=O)CC[C@]4(C)[C@H]3[C@@H](O)C[C@@]12C (stereo partly drawn)	28	22	24	-6	10	6
C=CCc1cccc2cc(C(=O)Nc3nc(C45CC6CC(CC(C6)C4)C5)cs3)c(=O)oc12	-9	37	1	1	-2	-12
O=C(O)c1ccccc1Nc1ccccc1[N+](=O)[O-]	18	8	17	22	-4	27
O=S1(=O)OCCOS(=O)(=O)C1(F)Cc1ccccc1	2	-20	-4	6	-23	4
CC(=O)Nc1nc(SCc2ccccc2)c2[nH]cnc2n1	7	-44	1	2	-25	31
CNC(=S)Nc1cccc(C)c1	4	-9	5	3	-3	-10
CN1CCN(CCCN2CC(=O)N3Cc4ccccc4CN3C(=O)C2)CC1	-3	1	-9	-1	-27	5
COc1ccc(/C=C2\CN(C)Cc3c2nc(N)nc3-c2ccc(OC)cc2)cc1	6	38	5	-13	2	-6
CCCCCOS(C)(=O)=O	-20	-36	5	-14	-5	1
Clc1ccc(N=Nc2nc3ccccc3nc2N=Nc2ccc(Cl)cc2Cl)c(Cl)c1	1	3	-13	-5	-32	-6
O=c1ccnc2ccc3n[nH][nH]c3c12	1	4	-8	-20	-18	-14
Cc1c2ccccc2nc2ccccc12	-12	-31	35	43	55	35
CCCCCCCC/C=C/CCCCCCCC(=O)Nc1ccn(C2OC(CO)C(O)C2O)c(=O)n1 (stereo not drawn)	-25	-37	-33	-41	-15	-34
CCCCN(CCCC)CCC(O)c1cc(-c2ccc(Cl)c(Cl)c2)nc2c(Cl)cc(Cl)cc12 (stereo not drawn)	75*	97*	7	96*	96*	90*
CCOC(=O)c1ccc(N(N=O)C(C)C)cc1	5	-16	10	5	5	1
CN1CCN(C2CCCc3ccccc3C2=O)CC1 (stereo not drawn)	13	-36	5	-11	22	-16
Cc1cccc(C(=O)O)c1CC1NCCC2c3ccccc3NC12 (stereo not drawn)	7	-19	-30	19	10	10
CC(=O)OC1COC(N2CCc3cc([N+](=O)[O-])ccc32)C(OC(C)=O)C1OC(C)=O (stereo not drawn)	2	-29	5	9	15	-13
Further entries
SMILES	yeast mlh1 rad18	yeast cln2 rad14	yeast sgs1 mgt1	yeast mec2-1	rad50	yeast bub3
C=CCn1cnc2c(=O)[nH]c(Nc3ccccc3)nc21	-22	4	13	6	14	0
Oc1ccccc1CNc1ncc(Cl)cc1Cl	19	-5	27	16	25	39
CC(O)C(F)(F)F (stereo not drawn)	22	16	8	-9	18	-4
CC(Cc1cccc2ccccc12)(C(=O)O)C(=O)O	0	-14	12	-4	7	-8
Nc1ccccc1CCCC(N)C(=O)O (stereo not drawn)	-9	5	-16	-2	10	-2
CCOC(=O)C(CC[C@@H]1N[C@H](C(N)=O)Cc2c1[nH]c1ccccc21)C(=O)OCC	-14	8	5	-10	8	8

In a second layout: six of the compounds above.
SMILES | yeast mlh1 rad18 | yeast cln2 rad14 | yeast sgs1 mgt1 | yeast mec2-1 | rad50 | yeast bub3
O=C1/C(=C/c2cccc(F)c2)CCCc2ccccc21 | 73* | 12 | 83* | 37 | 70* | 76*
OC(CN(C1CCCCC1)C1CCCCC1)c1ccnc2c(Cl)cc(Cl)cc12 (stereo not drawn) | 18 | 1 | 7 | -1 | -22 | -6
CCn1c2ccccc2c2cc(NCCCN(C)C)ccc21 | 36 | -16 | 49 | 31 | 45 | 15
COC(=O)C[C@@H]1C(C)(C)[C@@H]2O[C@@]34C[C@@H]2C(=O)[C@]1(C)[C@H]3CC[C@@]1(C)[C@H](c2ccoc2)OC(=O)C[C@]14O | 5 | 6 | 14 | 21 | 25 | 11
CCOC1OC(C(COC(C)=O)OC(C)=O)C(OC(C)=O)C(OC(C)=O)C1OC(C)=O (stereo not drawn) | -26 | 9 | -21 | -4 | -31 | -6
CN1C2Cc3cc4c(cc3[C@@]23Cc2ccc5c(c2[C@@H]1O3)OCO5)OCO4 (stereo partly drawn) | 26 | 26 | 27 | 7 | 17 | 27
